CXCR6 block – CXCR6 receptor inhibitors, primary screen, cell-based, beta-arrestin, luminescence, CHO-K1 PathHunter, 1536-well; C-X-C chemokine receptor type 6 (Homo sapiens), O00574; inhibition, % at 20 µM; hit rate 0.36% among 360,000; in the data active = inhibition above about 34%, passing the limit was not always enough;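 note: antagonist mode with CXCL16 agonist at 10 nM final; 0% = 10 nM CXCL16 with DMSO and 100% = unstimulated wells without agonist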
Jurkat NFkB inh – inhibitors of induced NF-kB luciferase reporter, primary screen, TCR NF-kB activation inhibitor project, cell-based, luminescence, uHTS; Jurkat, PMA/ionomycin-induced NF-kB luciferase reporter; inhibition, % at 4 µM; hit rate 0.53% among 330,000; AID 435003, 2010; in the data active = inhibition above about 50%
Gli-Sufu antag – Gli-Sufu pathway antagonists, primary screen, luciferase luminescence, Sufu-KO-LIGHT cells, uHTS. Sufu-KO-LIGHT fibroblasts, Gli luciferase reporter luminescence. inhibition, % at 5 µM. hit rate 0.74% among 340,000;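 active = inhibition above about 55%, limit read from the data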;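 note: 0% = DMSO-treated cells and 100% = wells with medium but no cells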
697 NFkB inh – inhibitors of PMA/ionomycin-induced NF-kB reporter, 697 cells, primary screen, B-cell NF-kB inhibitor project, cell-based, luminescence, uHTS | hit rate 0.33% among 330,000 | 697 B-cell NF-kB luciferase reporter, 16 h | inhibition, % at 4 µM; in the data active = inhibition above about 35%
UBC13 inh – UBC13 polyubiquitin chain formation inhibitors, primary screen, biochemical, TR-FRET, uHTS; Ubiquitin-conjugating enzyme E2 N (Homo sapiens), P61088; AID 485273, 2010; hit rate 0.47% among 330,000; inhibition, % at 20 µM; in the data active = inhibition above about 45%, passing the limit was not always enough; inconclusive = no clear call, values can overlap the other calls
Target sequence (P61088 whole entry, looked up): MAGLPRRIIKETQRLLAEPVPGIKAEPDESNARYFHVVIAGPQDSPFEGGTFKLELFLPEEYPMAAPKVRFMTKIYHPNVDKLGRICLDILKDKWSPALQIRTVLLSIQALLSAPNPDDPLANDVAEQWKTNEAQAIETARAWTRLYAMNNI
EBI2 antag – EBI2 receptor antagonists, beta-arrestin recruitment, primary screen, cell-based, luminescence, 7a,25-OHC stimulation, uHTS. G-protein coupled receptor 183 (Homo sapiens), P32249. 7a,25-OHC stimulated. inhibition, % at 5 µM. hit rate 0.81% among 360,000. AID 651636, 2012; in the data active = inhibition above about 38%;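 note: enzyme fragment complementation signal reports receptor beta-arrestin coupling in cells; 0% = agonist plus DMSO wells and 100% = wells without agonist; some results beyond the cut were filed as inactive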
Target sequence (P32249 whole entry, looked up, the tested form may be a part): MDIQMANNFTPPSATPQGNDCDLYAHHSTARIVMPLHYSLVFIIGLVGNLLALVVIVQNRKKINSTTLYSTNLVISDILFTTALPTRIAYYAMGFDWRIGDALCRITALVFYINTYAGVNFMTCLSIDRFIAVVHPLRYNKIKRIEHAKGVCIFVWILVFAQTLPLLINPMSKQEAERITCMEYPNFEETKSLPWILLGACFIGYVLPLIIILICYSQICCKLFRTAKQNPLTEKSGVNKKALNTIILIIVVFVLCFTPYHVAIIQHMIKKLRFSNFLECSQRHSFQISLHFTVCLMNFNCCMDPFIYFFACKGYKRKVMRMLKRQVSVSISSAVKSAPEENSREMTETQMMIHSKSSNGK
CCR6 antagonist – CCR6 receptor antagonists, primary screen, cell-based, CHO-K1, luminescence, beta-arrestin, uHTS; CHO-K1 CCR6 PathHunter beta-arrestin, CCL20-stimulated; inhibition, % at 20 µM; hit rate 0.49% among 340,000;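 active = compounds whose inhibition of the agonist-driven luminescence signal at 20 µM reaches about 50%, limit read from the data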;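 note: cells stimulated with CCL20 at 14 nM final; plate controls were DMSO with CCL20 for no effect and DMSO without agonist for full effect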
Target sequence (P51684 whole entry, looked up): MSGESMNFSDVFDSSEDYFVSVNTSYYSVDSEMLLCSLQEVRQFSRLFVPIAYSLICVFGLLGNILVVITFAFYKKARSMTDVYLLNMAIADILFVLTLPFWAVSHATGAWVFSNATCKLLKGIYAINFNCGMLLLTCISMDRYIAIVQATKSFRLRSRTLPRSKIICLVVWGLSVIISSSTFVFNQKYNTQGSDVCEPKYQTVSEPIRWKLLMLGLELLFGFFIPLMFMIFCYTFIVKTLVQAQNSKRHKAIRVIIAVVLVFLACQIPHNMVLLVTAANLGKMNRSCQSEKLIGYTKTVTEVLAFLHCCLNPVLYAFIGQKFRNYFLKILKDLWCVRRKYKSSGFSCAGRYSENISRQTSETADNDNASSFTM
APJ antag – antagonists of human apelin receptor APJ, primary screen, CHO-K1 cells, beta-arrestin complementation, luminescence; hit rate 0.32% among 330,000; inhibition, % at 20 µM; AID 2521, 2010;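 active = inhibition above about 40% at 20 µM, limit read from the data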;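 note: cells challenged with 10 nM apelin-13 agonist together with compound; plate controls were apelin-13 plus DMSO wells for no effect and DMSO wells lacking apelin-13 for full effect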
* marks the source's active call; other numbers are inactive results; ? = inconclusive; / = no result given.

The line under a structure holds: 697 NFkB inh	CXCR6 block	APJ antag	Gli-Sufu antag	EBI2 antag	Jurkat NFkB inh	UBC13 inh	CCR6 antagonist
- CC(C)n1nnnc1CN1CCN(C)CC1
 : 6	-7	4	-2	-16	1	2	-9
- O=C1NC(=O)C(CCc2ccccn2)(Cc2cccc(Cl)c2Cl)C(=O)N1c1ccc(Br)cc1 (configuration not stated)
 : 8	-6	1	0	-13	2	1	-5
- CCOCCCNC(=O)C1c2cc(OC)c(OC)cc2C(=O)N2CCCCC12 (configuration not stated)
 : 28	-5	6	-3	-4	5	2	6
- COc1cc(OC)c([C@H]2C=C(C)[C@H]3C[C@@H]2C3(C)C)c(OC)c1
 : -6	-1	-11	-13	4	-3	-2	8
- CCCCn1c(O)c(C(C)=NC(Cc2c[nH]c3ccccc23)C(=O)OC)c(=O)[nH]c1=O (configuration not stated)
 : 4	-13	5	0	0	7	-6	6
- Cc1cc(C=O)c(C)n1C1CC1
 : 24	12	-12	9	2	-21	-8	-14
- COC(=O)C1=C(c2ccc(S(C)(=O)=O)cc2)C[C@@H]2CC[C@H]1N2C(=O)NCC1CC1
 : 3	-10	19	19	-6	10	2	-6
- COc1ccc(OC)c(CN2CCCC(C(=O)c3sccc3C)C2)c1 (configuration not stated)
 : 10	-2	3	8	3	12	-4	13
- COC(=O)C1=C(c2ccc(Cl)c(C(F)(F)F)c2)C[C@@H]2CC[C@H]1N2C(=O)N1CCC(C)CC1
 : -3	13	2	20	10	-7	-4	33
- COC(=O)C1=C(c2ccc(OCc3ccccc3)cc2)C[C@@H]2CC[C@H]1N2C(=O)NCc1ccc(N(C)C)cc1
 : -30	11	12	31	14	30	5	16
- CN(C)C(=O)Oc1cccc(OCc2n(C)c3ccccc3[n+]2C)c1
 : 7	-9	1	1	-15	-7	9	-14
- CC1(C)CN=C(NCc2ccccc2Cl)S1
 : -22	-4	7	-23	-1	-9	-9	2
- CC(=NCCCN1CCOCC1)c1c(O)n(-c2ccccc2C)c(=O)[nH]c1=O
 : 4	-7	9	-4	-10	-9	-3	0
- CN1C2CCC1CC(OC(=O)c1cccc(O)c1)C2 (configuration not stated)
 : /	-10	/	9	-7	/	/	-4
- O=C(NN=Cc1ccc(N(CCCl)CCCl)cc1Cl)c1cccnc1
 : /	-4	/	-10	-8	/	/	5
- CN1C(=O)C2C[C@@]3(Br)c4ccccc4N(OOSc4ccccc4)[C@H]3N2C(=O)[C@@H]1Cc1ccccc1 (some centres not stated)
 : 14	1	-67	5	12	13	10	7
- CCOc1cc(C=O)ccc1O
 : 5	-4	4	-1	-10	11	-16	-5
- Cc1ccc(O)c(C(=O)c2cc(C(=O)NCc3ccccc3)c(=O)n(Cc3ccccc3)c2)c1
 : -6	12	6	37	42*	6	-8	-2
- CC(=O)N1CC(=O)Nc2ccc(Cl)cc2C1c1ccccc1 (configuration not stated)
 : -31	-1	7	-14	-4	-14	-5	8
- CCCCn1c(=O)c(C(=O)NCc2ccncc2)c(O)c2ccccc21
 : 1	10	-10	13	-5	5	18	30
- CCCCN1C(=O)NC(=O)C2(Cc3cc(C)ccc3N(C)C2)C1=O (configuration not stated)
 : 14	-6	4	-1	-1	10	-2	11
- CCN1CCOC(c2ccccc2)C1 (configuration not stated)
 : /	3	/	-4	1	/	/	3
- COC(=O)C1=C(c2c(C)noc2C)C[C@@H]2CC[C@H]1N2C(=O)NCCO
 : 14	6	4	-4	3	19	2	-9
- COc1ccc(CN2Cc3cnnn3-c3ccccc3C2c2ccccc2)cc1 (configuration not stated)
 : /	11	/	-4	12	/	/	17
- O=C(CSC1c2ccccc2-c2ccccc21)N/N=C/c1ccccc1O
 : -7	-2	-40	6	8	21	-8	10
- NS(=O)(=O)c1cccc(N2CCNCC2)c1
 : 15	-4	-5	0	-6	17	9	-3
- COCCOC(=O)C1=C(N)Oc2c(c(=O)oc3ccccc23)C1c1ccncc1 (configuration not stated)
 : 7	-7	8	0	-8	-2	-5	0
- O=C(Cc1ccccc1F)N1CCN(CC(=O)N2CCCC2)CC1
 : 15	2	7	6	-10	2	4	0
- COc1ccc(CN2C(=O)NC(=O)/C(=C/c3ccc([N+](=O)[O-])s3)C2=O)cc1
 : -13	15	-11	-1	-12	0	-60	25
- Cc1ccc(Cn2cc(C=O)c(-c3ccc(C)cc3)n2)cc1
 : -32	0	0	-17	-9	-33	-14	17
- CC(=O)O[C@@H]1[C@H]2CC[C@@H]3[C@]1(C[C@@H](OC(C)=O)[C@@]1(O)C([C@@H]4O[C@@H]4C1(C)C)[C@]3(C)O)C[C@@]2(C)O (some centres not stated)
 : 18	3	-7	-10	-20	17	-3	-9
- Cc1ccc2cccc(OC(=O)N3CCCC3)c2n1
 : 6	2	-3	6	-9	2	0	-23
- Cc1[nH]c2ccccc2c1C(=O)C(=O)N1CCC2(CC1)OCCO2
 : 0	-8	4	-1	-5	-2	14	0
- C=CCN1C(=O)/C(=C/c2ccc3c(c2)CCCN3CCC)C(=O)NC1=S
 : -21	0	29	-3	5	-9	-17	10
- C[N+](C)(C)CC1CCCc2ccccc2C1=O (configuration not stated)
 : /	-4	/	4	4	/	/	5
- COc1cccc(C(=O)C2CCCN(Cc3ccc4nsnc4c3)C2)c1 (configuration not stated)
 : 3	8	8	8	0	6	-3	8
- CC(=O)N1CCN(CCN=Cc2c(O)n(-c3ccc(C)cc3)c(=S)[nH]c2=O)CC1
 : 9	-3	18	0	8	5	-1	7
- O=C(Nc1cccc(Cl)c1)OC1CN2CCC1CC2 (configuration not stated)
 : -3	-4	-20	-13	8	-21	5	-7
- CCn1c(O)c(C(=O)CC2NCCc3ccccc32)c(=O)n(CC)c1=S (configuration not stated)
 : 6	-13	12	1	-9	-5	8	-10
- CCOc1cccc(=NC2CCCCC2)c2c(C)[nH]c(C)c12
 : -14	12	7	79*	-4	29	-229	8
- CN1CCCN(c2ccc([N+](=O)[O-])nc2)CC1
 : -12	-3	-11	-7	-22	-28	-14	19
- COc1ccc2oc3c(c2c1)NC(=O)CN=C3c1ccccc1
 : 13	-4	-15	-4	0	-8	1	9
- Oc1ccc(CCN2CCCCC2)cc1
 : /	0	/	3	-4	/	/	7
- COC(=O)C1=C(c2cccc(C#N)c2)C[C@@H]2CC[C@H]1N2C(=O)NCCOc1ccc(OC)cc1
 : 9	-6	2	-3	19	-9	6	4
- O=C(Cn1c(=O)c(C(F)(F)F)nc2ccccc21)N1CCC2(CC1)OCCO2
 : 7	2	11	0	-4	-3	-9	3
- Cc1cc(OCC(=O)N2CCC(C(=O)O)(c3ccccc3)CC2)c2c(C)cc(=O)oc2c1
 : 18	2	-50	1	1	10	3	0
- O=[N+]([O-])c1ccc(-c2ccccc2)c([As](=O)(O)O)c1
 : -6	-15	8	3	0	-5	2	-13
- CN1C(=O)c2ccccc2NC(=O)[C@]12O[C@@H]2c1ccccc1
 : 19	-6	5	-25	-5	13	6	7
- CCN1C[C@@]2(COC)C3[C@@H](OC)[C@H]4[C@@H]1[C@@]3(C1C[C@H]3[C@H](OC(C)=O)C1[C@]4(OC(C)=O)C[C@H]3OC)[C@@H](OC)C[C@H]2OC(C)=O (some centres not stated)
 : -20	-1	-59	-6	0	-5	-5	-4
- O=C1NC(=O)C(=Cc2coc3ccccc3c2=O)C(=O)N1
 : -1	-19	-7	-13	-2	4	-1	-1
- CC(NS(C)(=O)=O)c1nnc2n1-c1ccc(Br)cc1C(c1ccccc1Cl)=NC2 (configuration not stated)
 : 30	-2	-10	-2	0	-7	4	-2
- Cc1nn(Cc2ccccc2Cl)c(Cl)c1C(=O)OCC(=O)NC(=O)NC1CCCCC1
 : -13	3	1	-6	0	-9	11	12
- COC(=O)C1=C(c2ccc(-c3ccccc3)c(F)c2)C[C@@H]2CC[C@H]1N2C(=O)NCC1CC1
 : -26	13	7	25	6	3	4	20
- O=C(O)CN1C(=O)CN=C(c2ccccn2)c2cc(Cl)ccc21
 : 3	-8	10	37	-9	-15	-2	3
- Cc1ccnc(NC(=O)CCCc2ccc(N(CCCl)CCCl)cc2)n1
 : /	6	/	20	3	/	/	10
- Clc1ccc(-c2nc3ccc(Cl)cn3c2CN2CCOCC2)cc1
 : -1	8	14	5	17	-22	8	1
- CC1(C)OC(c2ccccc2)=C/C(=C/C=C2C(=O)NC(=O)NC2=O)O1
 : -35	14	-5	-2	5	3	-453	24
- O=C1NC(=O)C(=Cc2cccs2)C(=O)N1
 : /	1	/	-2	-5	/	/	-3
- Cc1cccc(-n2c(C)nc3ccccc3c2=O)n1
 : 7	5	9	-11	-6	0	6	-1
- NP(=O)(Oc1ccccc1)Oc1ccccc1
 : /	-4	/	0	1	/	/	5

(cont.)
The line under a structure holds: 697 NFkB inh	CXCR6 block	APJ antag	Gli-Sufu antag	EBI2 antag	Jurkat NFkB inh	UBC13 inh	CCR6 antagonist
- COC(=O)C1=C(c2ccc(F)cc2OCc2ccccc2)C[C@@H]2CC[C@H]1N2C(=O)NC1CCCCC1
 : 22	32	8	19	28	11	-10	34
- COc1ccc(C)cc1NC1=NCCCS1
 : 10	3	3	-6	2	18	4	14
- Cn1c(O)c(C=NCc2ccco2)c(=O)n(C)c1=O
 : 6	-7	8	8	0	2	7	3
- Cc1cc(C=C2C(=O)NC(=O)NC2=O)c(C)n1-c1cccnc1
 : 20	-2	15	6	-9	6	-2	12
- COC(=O)C1=C(c2ccc(OC)c(OC)c2)C[C@@H]2CC[C@H]1N2C(=O)N1CCC(C)CC1
 : 16	10	6	1	0	0	3	11
- CC(C)C[C@H](NP(=O)(O)O[C@@H]1O[C@@H](C)[C@H](O)[C@@H](O)[C@H]1O)C(=O)N[C@@H](Cc1c[nH]c2ccccc12)C(=O)O
 : 11	-3	0	-1	4	1	-2	-2
- CC(C)CNC(=O)/C=C/C=C/CCCCCC/C=C/c1ccc2c(c1)OCO2
 : 5	7	4	10	-5	-2	-7	20
- Cc1ccsc1C(=O)C1CCCN(CCO)C1 (configuration not stated)
 : 7	-9	-12	2	12	8	-2	17
- O=[N+]([O-])c1ccc(C(c2ccc([N+](=O)[O-])cc2)c2ccc([N+](=O)[O-])cc2)cc1
 : /	14	/	9	23	/	/	13
- CNC(C(=O)c1ccccc1)C(OC(C)C)c1ccc(Cl)cc1 (configuration not stated)
 : -9	2	8	5	5	-14	2	7
- CC[n+]1c(-c2ccccc2)c2cc(N)ccc2c2ccc(N)cc21
 : /	14	/	-9	-35	/	/	-2
- Cc1cccc(OP(=O)(Nc2cccnc2)Oc2cccc(C)c2)c1
 : -12	-5	8	4	4	7	1	9
- Cn1c(=O)cc(OCC(=O)N2CCN(C3CCCCC3)CC2)c2ccccc21
 : 17	8	19	4	-5	1	38	1
- COc1ccc(C2(C#N)CCN(C)CC2)cc1
 : 8	1	5	5	-10	4	24	8
- COc1ccc(C(CNC(=O)c2ccc3c(c2)CCC3)N(C)C)cc1 (configuration not stated)
 : -2	2	-3	5	0	-9	7	24
- CC(ON1CC1(C(F)(F)F)C(F)(F)F)(C(N)=O)C(N)=O (configuration not stated)
 : 12	1	5	1	-13	3	0	3
- CCn1cc(C(=O)c2cccs2)c2ccccc21
 : -6	0	11	3	-8	-23	?	-9
- COC(=O)C1=C(c2ccc(F)cc2OCc2ccccc2)C[C@@H]2CC[C@H]1N2C(=O)NC1Cc2ccccc2C1
 : -13	10	-9	23	22	-7	-24	12
- CSc1nc(NC(C)C)nc(NC(C)C)n1
 : /	-2	/	7	-1	/	/	1
- CCNC(=O)[C@H]1O[C@@H](n2cnc3c(N)ncnc32)[C@H](O)[C@@H]1O
 : 14	0	9	3	5	9	0	6
- CNC(=O)Oc1ccc(C(=O)N2c3ccccc3NC(=O)C2C)cc1 (configuration not stated)
 : -21	11	6	0	6	-3	4	3

Only part of the results is shown; count on the stated rates, not on these rows.
